From PubChem
CHRM4 PAM: human M4 muscarinic receptor positive allosteric modulators, primary screen, CHO-K1 cells, Fluo-8 calcium fluorescence; CHO-K1 hM4/Gqi5, ACh EC20; 0% = ACh EC20, 100% = maximal ACh; activation, % at 3 µM; 0.4% of 360,000 active;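 active = activation above its plate's cutoff, the mean activation of sample wells plus 3 SD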; also: some results filed as inactive read as strong as hits
Target sequence (P08173 whole entry, looked up): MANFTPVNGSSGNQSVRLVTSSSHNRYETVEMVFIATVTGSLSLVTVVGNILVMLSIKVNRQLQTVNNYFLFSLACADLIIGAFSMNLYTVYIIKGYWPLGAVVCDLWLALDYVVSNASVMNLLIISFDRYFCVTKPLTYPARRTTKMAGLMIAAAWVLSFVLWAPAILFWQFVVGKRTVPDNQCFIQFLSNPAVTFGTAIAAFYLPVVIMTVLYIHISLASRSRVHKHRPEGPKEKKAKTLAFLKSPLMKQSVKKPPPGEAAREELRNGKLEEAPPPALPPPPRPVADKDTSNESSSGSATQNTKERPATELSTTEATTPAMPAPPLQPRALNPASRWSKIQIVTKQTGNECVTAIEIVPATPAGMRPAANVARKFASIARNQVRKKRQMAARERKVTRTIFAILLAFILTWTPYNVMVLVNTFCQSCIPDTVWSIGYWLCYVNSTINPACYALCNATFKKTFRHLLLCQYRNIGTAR
M4 antag: human M4 muscarinic receptor antagonists, primary screen, CHO cells, Fluo-8 calcium fluorescence; CHO-hM4 cells, ACh EC80; inhibition, % at 3 µM; 0.73% of 360,000 active; AID 624125, 2012;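 active = inhibition above its plate's cutoff, the mean inhibition of sample wells plus 3 SD, cut at about 27% in these data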;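 also: 0% = acetylcholine EC80 with DMSO and 100% = DMSO without agonist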
CHRM5 agonist: human M5 muscarinic receptor agonists, primary screen, CHO-K1 cells, Fluo-8 calcium fluorescence. activation, % at 3 µM. CHO-K1 hM5 cells; 0% DMSO wells, 100% maximal acetylcholine response. 0.19% of 360,000 active;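 active = activation above the run's mean over test compounds plus 3 SD, cut at about 23% in these data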;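 also: signal is peak over basal fluorescence ratio across the kinetic read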
Target sequence (P08912 whole entry, looked up): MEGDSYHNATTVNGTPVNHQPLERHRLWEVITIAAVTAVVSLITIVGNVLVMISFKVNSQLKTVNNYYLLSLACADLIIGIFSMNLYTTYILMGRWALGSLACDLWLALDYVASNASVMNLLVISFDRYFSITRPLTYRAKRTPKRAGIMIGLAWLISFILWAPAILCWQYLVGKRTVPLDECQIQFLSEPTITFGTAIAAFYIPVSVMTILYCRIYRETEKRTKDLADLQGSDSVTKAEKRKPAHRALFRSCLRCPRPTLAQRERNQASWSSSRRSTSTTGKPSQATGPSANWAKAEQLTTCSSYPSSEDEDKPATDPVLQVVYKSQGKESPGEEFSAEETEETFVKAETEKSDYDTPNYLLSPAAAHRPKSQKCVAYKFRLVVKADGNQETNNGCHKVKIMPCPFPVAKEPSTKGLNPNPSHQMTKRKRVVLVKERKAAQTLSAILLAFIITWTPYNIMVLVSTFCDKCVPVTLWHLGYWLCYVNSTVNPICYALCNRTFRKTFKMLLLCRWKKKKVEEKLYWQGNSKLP
CRFBP-R2 block: antagonists of CRF-BP/CRF-R2 complex, primary screen, cell-based, HEK293, calcium dye fluorescence, uHTS; CRF-induced calcium fluorescence; inhibition, % at 11.8 µM; 0.59% of 350,000 active; AID 588475, 2011;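 active = inhibition of the ligand-induced calcium signal above about 50% at the single tested concentration, limit read from the data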
IDE cell inh: human IDE inhibitors in live cells, primary screen, fluorescence polarization, HEK cells, FAbetaB substrate; Insulin-degrading enzyme (Homo sapiens), P14735; FAbetaB cleavage; inhibition, % at 5.59 µM; 0.41% of 320,000 active; AID 434962, 2010;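 active = percent inhibition above the average of all tested compounds plus 3 SD, set per screening campaign, cut at about 16% in these data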;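 also: IDE supplied by intact live HEK cells; FP after avidin binding of uncleaved biotin substrate so inhibition keeps polarization high; 0% = DMSO wells and 100% = 60 µM reference IDE inhibitor Ii1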
M4 ag: human M4 muscarinic receptor agonists, primary screen, CHO-K1 cells, Fluo-8 calcium fluorescence | CHO-K1 hM4/Gqi5; vehicle 0%, full acetylcholine response 100% | Muscarinic acetylcholine receptor M4 (Homo sapiens), P08173 | 0.14% of 360,000 active | activation, % at 3 µM;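 active = activation above the run mean over all test wells plus 3 SD, cut at about 32% in these data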;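 also: peak over basal fluorescence ratio per well then scaled between controls; 0% = DMSO wells and 100% = acetylcholine at EC100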
CRFBP-R2 agonist: agonists of CRF-BP/CRF-R2 complex, primary screen, cell-based, HEK293, calcium dye fluorescence, uHTS. CRF-binding protein / CRF receptor 2 complex (human). calcium dye fluorescence (FLIPR); percent of saturating CRF peptide response. activation, % at 13.2 µM. 0.46% of 350,000 active;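 active = activation of at least 50%, plus an integration ratio under a set limit after plate pattern correction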;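 also: plate controls were neutral control wells without compound for no effect and CRF at EC100 for full effect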
M5 antag: human M5 muscarinic receptor antagonists, primary screen, CHO cells, Fluo-8 calcium fluorescence | CHO-hM5 cells, ACh EC80 | inhibition, % at 3 µM | 0.59% of 360,000 active;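 active = inhibition above a per-plate cutoff, the mean of that plate's test compounds plus 3 SD, cut at about 27% in these data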;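 also: 0% = acetylcholine EC80 with DMSO and 100% = DMSO without agonist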
CHRM5 PAM: human M5 muscarinic receptor positive allosteric modulators, primary screen, CHO-K1 cells, Fluo-8 calcium fluorescence; Muscarinic acetylcholine receptor M5 (Homo sapiens), P08912; CHO-K1 hM5, ACh EC20 PAM; 0% = ACh EC20, 100% = ACh EC100; activation, % at 3 µM; 0.3% of 360,000 active;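 active = activation above the run cutoff, the mean activation of all test compounds plus 3 SD, cut at about 18% in these data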
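system = human M5 receptor in CHO-K1 cells | reagent = EC20 acetylcholine as agonist stimulus | compound dosing = single-point, 3 µM nominal | incubation = Fluo-8 loading 80 min at 37 °C plus 30 min room temperature | detection = Fluo-8 calcium dye fluorescence, kinetic read | benchmarks = low control EC20 acetylcholine (0%), high control EC100 acetylcholine (100%)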
Active calls of the source: *; nt = no result given.

SMILES	CHRM4 PAM	M4 antag	CHRM5 agonist	CRFBP-R2 block	IDE cell inh	M4 ag	CRFBP-R2 agonist	M5 antag	CHRM5 PAM
O=C(CN1C(=O)/C(=C/c2ccccc2)SC1=S)NC1CCS(=O)(=O)C1 (stereo not given)	1	0	0	3	-1	1	-1.7	-8	0
CCCNC1(C(N)=O)CCN(Cc2ccccc2)CC1	-1	-2	-9	3	nt	0	-1.2	6	-3
CCCc1c(C(=O)N/N=C/c2ccncc2)nnn1-c1nonc1N	0	6	-4	-10	nt	0	-0.5	8	0
O=C(CCc1nnc(C2(c3ccc(Cl)cc3)CCC2)o1)N1CCCC(O)C1 (stereo not given)	-6	-6	-1	5	-3	0	-0.2	4	3
CCOc1ccc(S(=O)(=O)NC(Cc2cnc[nH]2)C(=O)O)cc1 (stereo not given)	21*	-6	5	-4	4	3	-3.6	5	9
S=C1NCN(Cc2ccccc2)CN1	-10	2	5	5	-4	16	-3.4	16	-18
Cc1nc(CS(=O)(=O)c2ccccc2)cc(Sc2ccc(Cl)cc2)n1	-3	-5	0	13	2	2	-1.3	1	-4
CCOc1ccc(S(=O)(=O)N2CCC(C(=O)NCCN3CCOCC3)CC2)cc1C	-5	-5	-5	0	-1	-1	0.2	6	-4
O=C(CCCCCN1C(=O)c2cccc([N+](=O)[O-])c2C1=O)Nc1ccccc1F	5	-7	-1	7	1	2	-2.4	0	5
COc1cc(C2C(C#N)=C(N)OC3=C2C(=O)CC(C)(C)C3)c([N+](=O)[O-])cc1OC (stereo not given)	-4	0	1	-25	4	1	31	-1	4
C[C@H](CCC(=O)O)[C@H]1CC[C@H]2[C@@H]3C(=O)C[C@@H]4CC(=O)CC[C@]4(C)[C@H]3CC(=O)[C@]12C	-5	-9	0	-15	1	0	0.1	-1	-3
Nn1c(SCC(=O)Nc2ccc3c(c2)OCO3)nnc1-c1ccc(Cl)cc1	7	2	-2	19	2	-1	-2.9	1	-2
COc1ccc(C2C(C(=O)Nc3cccnc3)=C(C)Nc3nc(-c4cccs4)nn32)cc1 (stereo not given)	4	-24	-1	-13	2	1	-0.8	-4	-5
Cc1cc(C(=O)N2CCC(Cc3ccccc3)CC2)no1	-3	-4	-5	-1	3	0	-1.1	20	-8
CCN1CCN(C(=O)c2ccc(Cl)c(S(=O)(=O)N3CCCCC3)c2)CC1	12	-3	-4	15	4	2	1.3	0	3
Cc1cc(C)n2c(SCC(O)=C(C#N)c3nc4ccccc4[nH]3)nnc2n1	7	4	3	6	nt	1	-1.3	7	8
CCN(CC)CCNC(=O)c1ccc(CS(=O)(=O)c2ccccc2C)o1	-3	-4	-6	17	2	1	4.9	11	-5
CC1CCCC(NC(=O)CCNC(=O)c2ccc([N+](=O)[O-])cc2)C1C (stereo not given)	8	5	-4	-1	1	0	0.3	6	1
CCNc1nc(N2CCOCC2)nc(N(c2ccccc2)c2ccccc2)n1	6	-5	-1	-17	4	0	-1.9	0	-1
CCc1cc(Cn2nc(-c3ccccc3)cc2C(=O)NCC2CC2)on1	1	1	0	-6	-1	0	0.1	3	-1
CC1CCCN(C(=O)Cn2nnc(-c3ccc([N+](=O)[O-])cc3)n2)C1 (stereo not given)	-2	1	2	nt	2	1	nt	-17	-3
CCN(C(=O)COC(=O)c1cccc2ccccc12)c1c(N)n(Cc2ccccc2)c(=O)[nH]c1=O	6	-1	-1	-12	nt	1	0.2	9	8
C/C(=N\NC(=O)C1CC1)c1ccc(N2CCOCC2)cc1	1	-5	0	-2	3	0	-3.0	6	1
O=c1c2cnn(-c3ccccc3)c2ncn1Cc1ccccc1	3	2	1	-1	-6	0	1.0	-6	1
CCOc1cc(Br)c(C(=O)O)cc1OC	13	-7	-2	24	-4	0	1.1	-6	0

Continued:
SMILES	CHRM4 PAM	M4 antag	CHRM5 agonist	CRFBP-R2 block	IDE cell inh	M4 ag	CRFBP-R2 agonist	M5 antag	CHRM5 PAM
Cc1ccc(/C=C2/Sc3ccc(C(=O)N4CCN(c5ccccn5)CC4)cc3NC2=O)cc1	3	0	-2	-3	4	2	0.3	5	-3
CC(CC(=O)N1CCN(S(=O)(=O)c2ccc(Cl)cc2)CC1)n1cncn1 (stereo not given)	3	-3	-2	-5	2	1	-0.4	4	-4
N#C/C(=C/c1ccc(Sc2nc3ccccc3[nH]2)o1)c1cccc(Br)c1	-10	4	-3	17	-6	7	4.6	1	-8
COC(=O)c1ccc(NC(=O)CN2C(=O)CCC2=O)cc1	13	-1	1	2	8	0	-0.6	-5	-5
CCN(CC(=O)N1CCN(C)CC1)S(=O)(=O)c1ccc(Cl)cc1	1	-9	-4	0	4	1	-0.3	-6	3
O=C(CC1Nc2ccccc2NC1=O)NCC1COc2ccccc2O1 (stereo not given)	2	5	0	-14	-8	1	0.1	2	0
O=C(CSc1nc(=O)n(CCCN2CCOCC2)c2c1CCCC2)Nc1cccc(Cl)c1	-12	15	-1	8	-7	1	-2.5	3	-2
COc1cc(/C=N/n2nnnc2Nc2ccccc2)cc(OC)c1OC	-8	5	0	-18	0	10	2.0	18	-11
OC(c1ccc(Cl)c(Cl)c1)c1ncc(-c2ccc(C(F)(F)F)cc2)[nH]1 (stereo not given)	4	9	0	nt	nt	4	nt	-1	-5
C/C(=N\NC(=O)c1ccc(Cl)cc1)c1cccc(NC(=O)c2cccnc2)c1	12	5	-1	-31	6	2	0.1	0	-5
CC(C)N(C(=O)CS(=O)(=O)c1ccc(Cl)c(Cl)c1)C(C)C	5	-1	-5	-7	8	2	9.0	6	-3
CN(CC(=O)Nc1ccc(F)cc1)C(=O)CN1C(=O)c2cccc([N+](=O)[O-])c2C1=O	7	-6	3	0	-2	3	0.4	-1	6
CC(=O)N1CCC(O)(c2cccc(C(F)(F)F)c2)CC1	11	-16	-1	3	0	4	-0.4	-8	-2
COC(=O)c1cc(C)sc1NC(=O)C1CC(=O)NN1Cc1ccccc1 (stereo not given)	-3	6	-1	0	0	2	-0.1	0	-1
COc1ccccc1CNC(=O)C(=O)NCC1OCCN1S(=O)(=O)c1ccccc1 (stereo not given)	-7	7	0	-10	-3	2	-0.1	1	-3
Cc1c(C(=O)N2CCN(S(=O)(=O)c3ccc(F)cc3)CC2)oc2ccccc12	-3	-2	0	7	2	5	-0.7	4	-6
COc1cccc(C(=O)N2CCC[C@H]2C(=O)N2CCC[C@H]2C(=O)N[C@@H](C)c2ccccc2)c1	1	9	-1	nt	nt	0	nt	6	-2
COc1ccc(NC(=O)C2CCCN(S(=O)(=O)c3cccc4nonc34)C2)c(OC)c1 (stereo not given)	3	1	0	16	4	2	-1.1	4	-3
COc1cccc(CNC(=O)c2c[nH]n3c(=O)c(Cl)c(C)nc23)c1	-1	6	2	6	8	-3	-1.0	2	-3
CCC12CN(S(=O)(=O)c3ccc(C)cc3)CC(CC)(CN(S(=O)(=O)c3ccc(C)cc3)C1)C2=O	-5	17	-2	-24	6	1	5.5	-5	1
COc1cc(C(=O)OCC(=O)NC2CCCCC2)cc2c1OCCO2	16	-28	1	20	2	1	8.7	9	2
Cc1ccc(NC(=O)c2ccc(S(=O)(=O)N3CCCCCC3)cc2)nc1	0	-6	0	3	2	4	-0.2	10	-1
CCCOC(=O)Nc1sc2c(c1C(N)=O)CCCC2	0	2	-1	-2	1	-2	0.3	9	0
O=S(=O)(Nc1cccc2c1CCCC2)c1cccc(C(F)(F)F)c1	-17	9	-6	5	2	-1	0.6	-6	-8
O=[N+]([O-])c1cccc(C(=S)N2CCCC2)c1	3	-5	-3	-17	2	1	-3.7	4	1

Given as a markdown table: part of the list above
| Compound | CHRM4 PAM | M4 antag | CHRM5 agonist | CRFBP-R2 block | IDE cell inh | M4 ag | CRFBP-R2 agonist | M5 antag | CHRM5 PAM |
| --- | --- | --- | --- | --- | --- | --- | --- | --- | --- |
| COc1cc(/C=N/n2nnnc2Nc2ccccc2)cc(OC)c1OC | -8 | 5 | 0 | -18 | 0 | 10 | 2.0 | 18 | -11 |
| OC(c1ccc(Cl)c(Cl)c1)c1ncc(-c2ccc(C(F)(F)F)cc2)[nH]1 (stereo not given) | 4 | 9 | 0 | nt | nt | 4 | nt | -1 | -5 |
| C/C(=N\NC(=O)c1ccc(Cl)cc1)c1cccc(NC(=O)c2cccnc2)c1 | 12 | 5 | -1 | -31 | 6 | 2 | 0.1 | 0 | -5 |

(next part)
SMILES	CHRM4 PAM	M4 antag	CHRM5 agonist	CRFBP-R2 block	IDE cell inh	M4 ag	CRFBP-R2 agonist	M5 antag	CHRM5 PAM
N#CC1=C(N)Oc2c(oc(CO)cc2=O)C1c1ccsc1 (stereo not given)	6	-2	-1	3	0	2	3.4	3	5
Cn1cc(C(=O)c2ccc(Cl)cc2)cc1-c1nc2ccccc2n1C	-17	7	-1	-9	4	11	0.8	13	-11
COCCNC(=O)CN(c1cc(C(F)(F)F)ccc1Cl)S(C)(=O)=O	-5	-5	0	16	4	1	-2.1	1	1
C#CCOCCOCCOCCNc1nc(N2CCOCC2)nc(N2CCN(C(=O)CCCCCCCCCCNC(=O)[C@@H](CCSC)n3cc(CCO)nn3)CC2)n1	0	-11	1	8	5	6	-2.3	5	-13
CCCCn1c(N)c(N(CCOC)C(=O)CCNC(=O)NC23CC4CC(CC(C4)C2)C3)c(=O)[nH]c1=O	0	14	-1	-2	nt	-1	1.2	8	-3
C[C@H](CO)N1C[C@H](C)[C@@H](CN(C)S(=O)(=O)c2ccc(F)cc2)Oc2ccc(NC(=O)NC3CCCCC3)cc2C1=O	-10	7	-2	1	-1	-1	0.5	3	0
Cc1ccc(S(=O)(=O)Nc2cnc3ccccc3c2)cc1	1	-18	0	1	-3	8	-0.7	-3	-11
O=c1[nH]c(=S)[nH]c2sc3c(c12)CCCCCC3	1	-11	-4	1	1	0	1.3	6	4
O=C(NNC(=O)C12CC3CC(CC(C3)C1)C2)c1ccccc1O	1	-8	2	-3	-4	1	1.9	-3	1
CC1(C(=O)NCc2ccccc2)CN(S(C)(=O)=O)CC(=O)N1Cc1cccc(F)c1 (stereo not given)	24*	-6	2	nt	nt	6	nt	6	-1
CCc1ccccc1NC(=O)Nc1cccc(F)c1	-9	-10	4	28	-1	10	-2.8	20	-17
C=CCC1(C#N)C(SC)=NC2=C(C(=O)CC(C)(C)C2)C1c1ccc(Br)cc1 (stereo not given)	-7	-1	-4	-44	3	-2	0.8	2	-8
O=C(CN(Cc1ccccc1F)S(=O)(=O)c1ccc(Cl)cc1)NCCCO	-10	15	2	10	-2	2	-1.7	-1	-2
CC1CN(CC(=O)Nc2ccc(Br)cn2)CC(C)O1 (stereo not given)	-2	7	0	17	-1	1	-0.5	7	-10
Cc1ccc(NC(=O)CN(C)C(=O)COc2cccc3ccc(C)nc23)cc1	1	-3	-5	-2	8	1	-1.0	11	-1
COc1ccc(S(=O)(=O)N2CCCCCC2)cc1C(=O)N(C)Cc1ccc(C)cc1	-3	-16	-5	12	-2	6	1.0	13	-4
Cn1c(SCc2nc(-c3ccc(Cl)cc3)no2)nnc1-c1cccs1	0	0	2	-9	16*	1	-0.9	2	4

Rows are unselected, and some 2.9% of all compounds hit somewhere here.
